High-throughput results from PubChem.
PAFAH1B3 inh: blocks human PAF acetylhydrolase 1B catalytic subunit 3 | inhibition, % at 3.39 µM | 340,000 compounds, 0.28% hits | AID 492972 | recombinant PAFAH1B3, FP-rhodamine probe, fluorescence polarization;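 active means inhibition above the screen-wide average of all tested compounds plus 3 SD, cut at about 25% in these data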;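 further: 0% = enzyme with DMSO only and 100% = wells lacking PAFAH1B3 protein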
Target sequence (Q15102 whole entry, looked up): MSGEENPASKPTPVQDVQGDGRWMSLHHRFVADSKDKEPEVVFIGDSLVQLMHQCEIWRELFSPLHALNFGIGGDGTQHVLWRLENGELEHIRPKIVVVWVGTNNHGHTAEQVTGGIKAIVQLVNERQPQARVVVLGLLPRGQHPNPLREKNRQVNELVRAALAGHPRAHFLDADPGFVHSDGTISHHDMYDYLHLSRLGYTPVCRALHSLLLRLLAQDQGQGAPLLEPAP
Fam108B inh: Fam108B inhibition, counter-screen for RBBP9 inhibitors; recombinant Fam108B, FP-Rh probe fluorescence polarization; inhibition, % at 9.51 µM; 300,000 compounds, 0.33% hits;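 active means inhibition above the screen mean inhibition plus 3 SD, computed separately per campaign, cut at about 18% in these data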;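 further: inhibitors lower polarization as less probe binds the enzyme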
PME-1 primary: PME-1 (human) inhibition; 320,000 compounds, 0.53% hits; Q9Y570; AID 2130; inhibition, % at 5.9 µM; recombinant PME-1, FP-Rh probe fluorescence polarization;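 active means inhibition above the campaign mean of all compounds plus 3 SD, cut at about 26% in these data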;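 further: competitive labeling of PME-1 active site by serine hydrolase directed probe; 0% = PME-1 with DMSO and 100% = wells lacking PME-1 enzyme; inhibitors block probe labeling so polarization falls and inhibition rises; many of its hits are not listed in these tables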
Target sequence (Q9Y570 whole entry, looked up): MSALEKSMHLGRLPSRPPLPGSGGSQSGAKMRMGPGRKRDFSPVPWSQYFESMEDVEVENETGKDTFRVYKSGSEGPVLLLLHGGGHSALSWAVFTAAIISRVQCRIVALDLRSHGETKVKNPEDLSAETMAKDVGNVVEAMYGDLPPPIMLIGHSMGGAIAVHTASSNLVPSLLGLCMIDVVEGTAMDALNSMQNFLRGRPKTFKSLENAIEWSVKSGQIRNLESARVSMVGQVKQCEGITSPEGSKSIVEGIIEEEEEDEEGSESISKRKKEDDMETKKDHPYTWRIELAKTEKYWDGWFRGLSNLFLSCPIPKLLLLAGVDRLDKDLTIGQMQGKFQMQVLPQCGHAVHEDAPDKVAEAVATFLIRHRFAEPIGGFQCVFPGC
PAD4 inh: PAD4 (human) enzyme inhibition | Q9UM07 | recombinant PAD4, RCA probe fluorescence polarization | inhibition, % at 6.36 µM | 330,000 compounds, 0.41% hits | AID 485272;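 active means percent inhibition above a cutoff equal to the mean of all tested compounds plus 3 SD, cut at about 15% in these data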;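 further: 0% = PAD4 with RCA probe and DMSO and 100% = probe without PAD4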
LYPLA1 inh: blocks human lysophospholipase 1, a PME1 counter-screen | AID 2174 | recombinant LYPLA1, FP-Rh probe fluorescence polarization | O75608 | inhibition, % at 5.9 µM | 320,000 compounds, 0.16% hits;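 active means inhibition above the mean of all tested compounds plus 3 SD, set per campaign, cut at about 14% in these data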;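 further: inhibitors block serine hydrolase probe labeling of LYPLA1 so polarization falls; 0% = enzyme with DMSO and 100% = wells lacking LYPLA1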
Target sequence (O75608 whole entry, looked up): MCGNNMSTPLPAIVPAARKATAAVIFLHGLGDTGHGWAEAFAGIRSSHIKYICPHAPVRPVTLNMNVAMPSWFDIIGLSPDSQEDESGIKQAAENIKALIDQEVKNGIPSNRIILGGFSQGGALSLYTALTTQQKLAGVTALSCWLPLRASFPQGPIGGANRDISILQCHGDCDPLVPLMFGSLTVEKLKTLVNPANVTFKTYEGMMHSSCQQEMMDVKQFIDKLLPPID
PAFAH2 inh: PAFAH2 (human) inhibition | 340,000 compounds, 0.99% hits | AID 492956 | recombinant PAFAH2, FP-rhodamine activity probe, fluorescence polarization | inhibition, % at 3.39 µM;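 active means inhibition above the mean over all tested compounds plus 3 SD, cut at about 30% in these data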;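 further: inhibitors block probe labeling of enzyme so polarization drops; 0% = enzyme with DMSO and 100% = wells lacking PAFAH2 protein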
pPAFAH FP inh: inhibitors of human plasma PAF acetylhydrolase (pPAFAH) | recombinant pPAFAH, FP-rhodamine probe fluorescence polarization | inhibition, % at 3.39 µM | 330,000 compounds, 1.5% hits | Q13093;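 active means inhibition above the mean inhibition across the screen plus 3 SD, cut at about 25% in these data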;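 further: inhibitors block binding of the rhodamine activity-based probe so polarization drops; 0% = enzyme with DMSO and 100% = wells lacking pPAFAH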
GSTO1 counter: blocks human GSTO1 in RBBP9 counter-screen; P78417; recombinant GSTO1, activity-based probe fluorescence polarization; inhibition, % at 5.96 µM; 300,000 compounds, 1.1% hits; AID 1974;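 active means inhibition above the campaign mean inhibition plus 3 SD, cut at about 35% in these data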;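 further: 0% = GSTO1-1 with DMSO and 100% = wells lacking GSTO1-1 enzyme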
Target sequence (P78417 whole entry, looked up): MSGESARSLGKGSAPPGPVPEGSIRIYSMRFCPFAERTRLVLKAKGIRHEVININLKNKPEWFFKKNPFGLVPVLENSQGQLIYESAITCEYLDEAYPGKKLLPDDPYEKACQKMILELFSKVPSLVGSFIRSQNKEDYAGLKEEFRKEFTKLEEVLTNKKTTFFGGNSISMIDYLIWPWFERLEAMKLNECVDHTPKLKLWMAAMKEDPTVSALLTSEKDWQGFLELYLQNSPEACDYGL
PAFAH1B2 inh: inhibitors of human PAFAH1B2; P68402; inhibition, % at 3.39 µM; 340,000 compounds, 1.2% hits; recombinant PAFAH1B2, FP-rhodamine activity probe, fluorescence polarization; AID 492953;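 active means inhibition above the mean of all tested compounds plus 3 SD, cut at about 24% in these data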;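 further: 0% = enzyme with DMSO and 100% = wells lacking PAFAH1B2; many of its hits are not listed in these tables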
The depositor's hits bear a star; · = no result given. Only part of the results is shown, so the mix of outcomes need not match the whole.

SMILES | PAFAH1B3 inh | Fam108B inh | PME-1 primary | PAD4 inh | LYPLA1 inh | PAFAH2 inh | pPAFAH FP inh | GSTO1 counter | PAFAH1B2 inh
CC(C)OCCCNS(=O)(=O)c1ccc2c(c1)oc(=O)n2C | 7 | 0 | -1 | 3 | -1 | 1 | 7 | 17 | 1
CCCc1cc(C(=O)OC)c(NC(=O)CCC(=O)O)s1 | 10 | 0 | 3 | 2 | -1 | 3 | 2 | 9 | 5
COc1ccc(NC(=O)N2CCC(n3cnc4ccccc43)CC2)cc1 | 2 | -4 | -2 | 0 | 3 | -1 | 2 | -2 | 6
CC(=O)Nc1ccc(SCCCC(=O)c2ccccc2)cc1 | -3 | 4 | 2 | 4 | 1 | 16 | 7 | 7 | 9
CCC(C)(C)NC(=O)C(c1ccccc1Cl)N(Cc1cccnc1)C(=O)CCC(=O)Nc1cc(C)on1 (stereo not drawn) | -4 | 4 | 5 | -2 | -5 | 6 | 5 | 5 | 8
COC(=O)CNC(c1ccccc1)c1cc(Br)ccc1NS(=O)(=O)c1ccccc1 (stereo not drawn) | -3 | -4 | 2 | 2 | -3 | 2 | 0 | -2 | -2
Brc1ccccc1-c1csnn1 | 7 | -3 | -5 | 0 | 2 | -9 | 2 | -6 | 1
CCC1(C)NC(=O)N(/N=C/c2ccc(C)s2)C1=O (stereo not drawn) | 2 | 8 | 0 | -7 | 2 | -3 | -2 | 0 | 3
CCN(CC(=O)NCCc1ccc(S(N)(=O)=O)cc1)Cc1nc2ccccc2c(=O)[nH]1 | -2 | -1 | -1 | -2 | -2 | -8 | 6 | -1 | 3
COCCOC(=O)C1=C(C)NC(=O)CC1c1cc2c(cc1Br)OCO2 (stereo not drawn) | 12 | 5 | 4 | 1 | 0 | 0 | -1 | 3 | 7
FC(F)(F)c1ccnc(NCc2ccco2)n1 | -3 | 1 | 5 | -2 | -1 | -2 | 3 | 1 | 3
CC(C)c1ccc(NC(=O)NCc2cccnc2)cc1 | 3 | -2 | 4 | 1 | 3 | -11 | 1 | 0 | 3
CCN(CC)Cc1nc2sc(C)c(C)c2c(=O)[nH]1 | 2 | 1 | 11 | 2 | -1 | -1 | 2 | 7 | 2
COc1ccc(CC2(CO)CCN(Cc3cnn(C)c3C)CC2)cc1 | 6 | -4 | -4 | 0 | -2 | 0 | 4 | -2 | 5
CCn1c(CNc2ccc(C)cc2C)nnc1SCC(=O)N1CCCc2ccccc21 | 8 | -2 | 10 | -3 | 2 | -6 | 1 | 4 | 6
COc1ccccc1N1CCN(/N=C/c2cccc(Cl)c2)CC1 | 6 | 4 | 1 | 1 | 1 | -2 | 6 | -1 | 0
CN1CCN(CC/C=C2/c3ccccc3Sc3ccc(S(=O)(=O)N(C)C)cc32)CC1 | 6 | 4 | 0 | -5 | 0 | 10 | 25* | 2 | 0
COc1ccccc1CNC(=O)c1ccc(S(=O)(=O)N(C)C)cc1 | 4 | -6 | -2 | -2 | 1 | -8 | -2 | -2 | 2
O=C(Nc1cccc(NC(=O)c2ccco2)n1)c1ccco1 | 0 | -3 | 1 | 2 | -2 | 0 | 4 | -1 | 2
CC1(C)CC(=O)C2=C(C1)OC1=C(C(=O)CC(C)(C)C1)C2c1cc([N+](=O)[O-])cc([N+](=O)[O-])c1O | 1 | 0 | -1 | -5 | -3 | 1 | 3 | -13 | 5
CCC(C)(C)NC(=O)c1ccccc1Oc1ccccc1 | 6 | -4 | -5 | -3 | 0 | 6 | 5 | -3 | 9
CC(NC(=O)CN(c1cccc(C(F)(F)F)c1)S(C)(=O)=O)c1ccccc1 (stereo not drawn) | -5 | -1 | -2 | 2 | 2 | 0 | 0 | 2 | 9
C[N+]1(CCCCSc2ccc(O)cc2)CCCCC1 | -1 | 0 | 0 | -1 | -2 | -10 | 4 | 4 | 0
CCn1nc(NC(=O)c2ccccn2)c2cc3cc(C)ccc3nc21 | 0 | 2 | -7 | 2 | -4 | -3 | 3 | -10 | -1
CC(C)CC(c1nnnn1Cc1ccco1)N1CCN(c2cccc(Cl)c2)CC1 (stereo not drawn) | -6 | 4 | 2 | -4 | 1 | -3 | 4 | -1 | 2
O=[N+]([O-])c1ccc2[nH]ncc2c1 | 15 | -2 | 3 | 3 | -1 | -1 | -1 | 0 | 7
O=C(/C=C/c1ccc([N+](=O)[O-])cc1)OCC(=O)c1ccc[nH]1 | 9 | · | · | 0 | · | 14 | 5 | · | -9
O=c1[nH]ccc2c(O)cccc12 | 1 | 2 | -6 | -2 | 1 | 4 | 0 | 5 | -2
O=C(NCC(c1cccs1)N1CCOCC1)c1ccccc1NS(=O)(=O)c1ccc(Cl)cc1 (stereo not drawn) | 10 | -1 | -5 | -3 | 1 | 13 | 4 | -14 | 10
CC(=O)N1CC(=O)N(OCc2ccccc2)C1c1ccc(Cl)cc1Cl (stereo not drawn) | 4 | 2 | -1 | 0 | 0 | -1 | -10 | 4 | 1
CC(C)N(C(=O)Cn1cnc2c(cnn2-c2ccccc2Cl)c1=O)C(C)C | 16 | 2 | 6 | -8 | 1 | 0 | -2 | -6 | 0
CCOC(=O)c1c(NC(=O)Cc2cccs2)sc(C(=O)NC2CCCC2)c1C | 1 | 0 | -3 | -3 | -5 | 1 | 6 | -9 | 0
COc1cc(NC(=O)CCCN2C(=O)NC(C)(C)C2=O)cc(OC)c1 | 7 | · | -3 | 2 | -2 | -3 | 1 | · | 8
N#CC1=C(N)Oc2n[nH]c(-c3ccccc3)c2C1c1ccsc1 (stereo not drawn) | 0 | 3 | 0 | -9 | 1 | -2 | 9 | 21 | -1
CCCn1c(SCC(=O)NCCc2ccccc2)nnc1-c1ccccn1 | 5 | -3 | -6 | 1 | 4 | 5 | -1 | 11 | 2
O=C(C1CC=CCC1)N1CCC(CO)(Cc2ccc(Cl)cc2)CC1 (stereo not drawn) | 1 | 2 | -1 | 4 | -2 | -8 | 0 | -12 | 15
C[C@H](NC(=O)c1nc[nH]c1C(=O)N1CCc2ccccc2C1)c1ccccc1 | -4 | · | -1 | -2 | 1 | 7 | 4 | · | 2
COc1cccc(-c2cc(C(F)(F)F)c3c(N)c(C#N)sc3n2)c1 | · | -8 | -2 | 1 | -3 | · | -1 | 5 | ·
Cc1nc(NC(=O)COC(=O)CCc2ccccc2)c(Cl)cc1Cl | 2 | · | · | 2 | · | 2 | 12 | · | 7
Cc1ccc(OCC(=O)Nc2cccc(-c3nnc(-c4ccccc4)o3)c2)c(C)c1 | -5 | 1 | -8 | 0 | 5 | -6 | 0 | -2 | 0
CCOC(=O)c1c(NC(=O)CSc2nnc(-c3cccnc3)o2)sc(C(C)=O)c1C | 3 | -1 | -2 | -4 | -5 | 0 | -5 | 9 | -3
CCOC(=O)N1CCN(C(=O)c2ccc3c(=O)n(-c4ccc(OC)cc4OC)c(=S)[nH]c3c2)CC1 | 4 | 2 | -4 | -4 | -3 | 8 | 5 | 3 | -1
O=C(NC(=S)Nc1ccccc1OC(F)F)c1ccc2c(c1)OCO2 | 3 | · | · | 0 | · | 4 | -1 | · | 2
CCN(CC(=O)NCc1ccc(F)cc1)C(=O)c1oc2ccccc2c1C | -2 | 1 | 8 | 1 | -2 | 4 | 4 | 2 | 5
C#CCOCCOCCOCCNc1nc(N2CCN(C(=O)C([C@@H](C)CC)n3cc(C(N)COC(=O)C(F)(F)F)nn3)CC2)nc(N2CCN(C(=O)[C@H](Cc3cc4ccccc4[nH]3)n3cc(C(N)CO)nn3)CC2)n1 (stereo partly drawn) | · | -2 | 0 | -8 | -2 | · | 7 | 13 | ·

Part of the list above, set out differently.
Values in the order – PAFAH1B3 inh | Fam108B inh | PME-1 primary | PAD4 inh | LYPLA1 inh | PAFAH2 inh | pPAFAH FP inh | GSTO1 counter | PAFAH1B2 inh
Cc1nc(NC(=O)COC(=O)CCc2ccccc2)c(Cl)cc1Cl
    2 | · | · | 2 | · | 2 | 12 | · | 7
Cc1ccc(OCC(=O)Nc2cccc(-c3nnc(-c4ccccc4)o3)c2)c(C)c1
    -5 | 1 | -8 | 0 | 5 | -6 | 0 | -2 | 0

(cont.)
SMILES | PAFAH1B3 inh | Fam108B inh | PME-1 primary | PAD4 inh | LYPLA1 inh | PAFAH2 inh | pPAFAH FP inh | GSTO1 counter | PAFAH1B2 inh
C=CCNC(=O)C1CC(=O)N(c2ccc(OCC(=O)Nc3ccc(Cl)c(C(F)(F)F)c3)cc2)C1 (stereo not drawn) | 0 | -15 | 3 | -4 | -5 | -6 | 6 | 1 | 8
COc1cc(C(=O)Nc2ccccc2-c2nnn(CC(N)=O)n2)cc(OC)c1OC | 12 | -1 | 0 | -2 | -4 | 7 | -2 | 1 | 7
CCCc1nnc(NC(=O)c2cc3ccccc3o2)s1 | 10 | 0 | 0 | 0 | 0 | -8 | 2 | -8 | 2
COc1ccc(C(=O)CSc2ccc(-c3ccc(C)cc3)nn2)cc1 | 6 | -7 | -32 | -4 | -10 | -7 | 2 | -1 | -2
CCOP(=O)(c1c(F)c(F)c(F)c(F)c1F)C(O)c1ccccc1 (stereo not drawn) | 6 | 1 | 0 | -3 | 1 | 9 | 3 | 2 | 5
O=c1[nH]oc2cc(Cl)ccc12 | 2 | 0 | -1 | 5 | 2 | 9 | -1 | 1 | -1
CN1CCc2c(sc(NC(=O)C3CCN(S(=O)(=O)c4cccs4)CC3)c2C(N)=O)C1 | 4 | 0 | 8 | 0 | -1 | -4 | -4 | 5 | 2
N#Cc1cccc(NC(=O)CCNS(=O)(=O)c2ccc3[nH]c(=O)oc3c2)c1 | 4 | 1 | -6 | 0 | -2 | 2 | 7 | 5 | 0
NC(=O)c1oc2ccccc2c1NC(=O)c1ccccc1 | -8 | -4 | 1 | -3 | 2 | -7 | 0 | 0 | 2
Cc1sc(NC(=O)c2cc(-c3ccc(Cl)cc3)nc3ccccc23)c(C(N)=O)c1C | -25 | -31 | -8 | -3 | -4 | -10 | -6 | -17 | -15
COc1ccc(OC)c(NC(=O)CSc2nc(-c3ccccc3)cc(=O)[nH]2)c1 | 12 | -5 | 1 | -7 | 1 | -2 | -2 | -5 | 7
Cc1cccc(C(=O)Nc2cccc(Br)c2)c1[N+](=O)[O-] | 5 | 1 | -6 | -2 | -6 | 1 | 3 | -1 | -4
CC(=O)Nc1ccc(S(=O)(=O)Nc2nc(C)cc(-n3nc(C)cc3C)n2)cc1 | -4 | 2 | 2 | 1 | 2 | 2 | 3 | 8 | -4
CC1CN(C(=O)C2CCCCC2)C(C)CN1C(=O)C1CCCCC1 (stereo not drawn) | 6 | 2 | 0 | -1 | -1 | -3 | 2 | -1 | 8
CC(C)On1c(SC(C)C)nc2ccccc2c1=O | 5 | 0 | -5 | -1 | 6 | 2 | -1 | 6 | 7
COc1ccc(-c2nc(Cn3c(SCc4cccc(F)c4)nc4ccncc43)c(C)o2)cc1OC | 3 | -5 | -9 | -12 | -4 | -1 | -4 | -12 | 1
C=CCNC(=S)NNC(=O)c1ccc(Br)o1 | 10 | 0 | -4 | -4 | -1 | 9 | 1 | 2 | -3
COc1ccc(C(=O)N[C@H](C(=O)NCc2ccco2)C(C)C)cc1 | 5 | -6 | -5 | 3 | 0 | -4 | -4 | -4 | 4
COc1ccc(CCNC(=O)CSc2nc3[nH]ncc3c(=O)n2-c2ccc(Br)cc2)cc1OC | 12 | 0 | -6 | -6 | -4 | 0 | 2 | 9 | 6
Cc1c(C#N)c(NC(=O)CCl)n(Cc2cccs2)c1C | 11 | 1 | 3 | 4 | 4 | 7 | 6 | 87* | 8
COc1cc(N)c(Cl)cc1C(=O)OCC(=O)N1CCCCCC1 | 4 | · | -7 | -1 | -5 | 2 | -7 | · | 1
